TRb SRC2 PPI: TRbeta-SRC2 interaction inhibition. TRbeta-SRC2 peptide binding, fluorescence polarization; receptor liganded with 1 µM T3. Potency, µM (doses to about 106 µM), for inactives: top-dose activity change, negative = inhibition, most hits filed as inhibitors. 0.065% of 280,000 active. AID 1469;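 note: plate controls were bound peptide for no effect and peptide without receptor for full effect; nearly all actives have a fitted effect of over 50% in size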
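Quantitative HTS by FP: 0.6 uM TRb LBD, 20 nM labeled SRC2 20-mer, 1 uM T3, 5% DMSO; 5 hr ambient incubation; % activity per concentration and potencies from concentration series.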
GAA inh: blocks human lysosomal alpha-glucosidase; AID 1466; Potency, µM (series often up to 76.9 µM), without a hit: at the highest dose activity change, negative = inhibition, usual class: inhibitors; purified human GAA, 4-MU-alpha-glucoside fluorescence; 0.005% of 200,000 active; P10253;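 note: plate controls were uninhibited enzyme wells for no effect and no-enzyme background for full effect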
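Human enzyme at 4 nM with 400 uM 4-methylumbelliferyl-alpha-D-pyranoside, citrate/phosphate buffer pH 5.0, 0.005% Tween-20, 20 min at room temperature. Compounds up to 77 uM. 4-MU fluorescence (Ex 365/Em 440) read after NaOH/glycine stop; AC50 from Hill fit.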
RECQ1 inh: inhibitors of human RECQ1 DNA helicase; P46063; RECQ1 DNA unwinding, red fluorescence kinetic read; Potency, µM (top dose mostly 57.3 µM), inactives show at the highest dose activity, negative = inhibition, actives largely listed as inhibitors; 0.54% of 240,000 active;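 note: plate controls were vehicle for no effect and no enzyme for full effect; nearly all actives have a fitted effect of over 30% in size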
Target sequence (P46063 whole entry, looked up): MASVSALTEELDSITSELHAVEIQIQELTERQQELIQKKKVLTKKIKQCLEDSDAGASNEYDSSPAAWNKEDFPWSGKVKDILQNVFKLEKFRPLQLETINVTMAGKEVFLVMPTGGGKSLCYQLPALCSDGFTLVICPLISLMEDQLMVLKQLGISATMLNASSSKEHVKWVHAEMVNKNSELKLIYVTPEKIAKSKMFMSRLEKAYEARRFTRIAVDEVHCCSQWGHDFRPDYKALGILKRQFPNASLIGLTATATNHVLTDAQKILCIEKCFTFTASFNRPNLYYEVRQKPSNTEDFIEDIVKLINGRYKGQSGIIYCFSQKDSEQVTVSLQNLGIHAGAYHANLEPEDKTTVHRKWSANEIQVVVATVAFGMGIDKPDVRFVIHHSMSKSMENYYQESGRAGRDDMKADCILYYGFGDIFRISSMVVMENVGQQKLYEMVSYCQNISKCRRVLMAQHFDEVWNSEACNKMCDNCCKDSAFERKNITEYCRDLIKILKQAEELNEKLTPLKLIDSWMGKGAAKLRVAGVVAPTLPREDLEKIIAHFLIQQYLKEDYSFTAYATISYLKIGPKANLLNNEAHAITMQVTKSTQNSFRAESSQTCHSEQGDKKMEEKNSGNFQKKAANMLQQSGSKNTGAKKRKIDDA
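50 nM RECQ1T1 preincubated 15 min with compound in Tris pH 8.0 buffer with MgCl2, DTT, Tween-20 and 2.5 ug/ml poly(dI-dC); started with 200 nM TAMRA/BHQ-2 forked duplex and 2 mM ATP. Unwinding read as fluorescence (525/598 nm), two reads 2 h apart.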
aGlu spleen mod: inhibits or activates alpha-glucosidase in human spleen homogenate | P10253 | human spleen homogenate, 4-MU-alpha-glucoside fluorescence | Potency, µM (highest dose often 79.9 µM), inactives show at the highest dose activity change, negative = inhibition, hits mostly inhibitors | 0.006% of 240,000 active | AID 2112;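 note: 0% = enzyme with vehicle and -100% = no enzyme basal signal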
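Human spleen homogenate (1 ug) with 4-methylumbelliferyl-alpha-D-glucopyranoside (1 mM final) in 50 mM citrate/phosphate pH 5.0, 0.01% Tween-20; 40 min at 37 C. Stopped at pH 10; 4-MU fluorescence Ex 365/Em 440 nm; AC50 by Hill fit.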
RGS12 GoLoco inh: RGS12 GoLoco-Gai1 interaction inhibition. Potency, µM (top dose mostly 61.6 µM), without a hit: at the highest dose activity, negative = inhibition, most hits filed as inhibitors. Gai1:RGS12 GoLoco peptide FP, rhodamine, 10 min. P63096. 0.44% of 230,000 active. AID 880; active = well fitted inhibition curve with a large enough effect, not every such curve was filed as active; inactive = no such curve, though single readings can be large or run the other way; note: nearly all actives have a fitted effect of over 30% in size; many of its hits are not listed in these tables
Target sequence (P63096 whole entry, looked up): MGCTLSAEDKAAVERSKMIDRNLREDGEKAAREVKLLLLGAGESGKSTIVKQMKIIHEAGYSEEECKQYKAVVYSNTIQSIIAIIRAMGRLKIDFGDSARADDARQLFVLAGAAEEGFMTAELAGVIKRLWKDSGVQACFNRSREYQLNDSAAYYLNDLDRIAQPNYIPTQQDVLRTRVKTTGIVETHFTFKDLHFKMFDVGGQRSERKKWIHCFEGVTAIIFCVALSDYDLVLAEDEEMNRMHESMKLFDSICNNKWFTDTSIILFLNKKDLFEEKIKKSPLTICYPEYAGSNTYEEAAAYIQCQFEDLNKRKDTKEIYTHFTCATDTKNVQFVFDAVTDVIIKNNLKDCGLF
L3MBTL1 inh: inhibitors of human L3MBTL1; AlphaScreen L3MBTL1–H3K9me1 peptide binding; Potency, µM (top dose mostly 57.1 µM), for the others: at the highest dose activity, negative = inhibition, actives largely listed as inhibitors; 0.66% of 230,000 active; Q9Y468; AID 485360; note: nearly all actives have a fitted effect of over 60% in size
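Displacement of a biotinylated histone H3(1-15) peptide monomethylated at Lys9 (75 nM) from L3MBTL1 (50 nM) was measured by AlphaScreen after a 30 min room-temperature compound incubation; cefsulodin titration served as intraplate control.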
TexasRed fluor: Texas Red fluorescence interference in TRb-SRC2 counter-screen; TRb/SRC2 Texas Red total fluorescence interference; Potency, µM (top dose mostly 106 µM), for the others: top-dose fluorescence change, negative = quenching; 0.29% of 280,000 active; AID 1479; active = well fitted curve in either direction with a large enough effect; inconclusive = small, poorly fitted or top-dose-only effect
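Flags fluorescent or light-absorbing compounds by total fluorescence, S + 2P, at 555 nm excitation and 632 nm emission. Mixture: 20 nM Texas Red SRC2 peptide, 0.6 uM human TRb LBD, 1 uM T3, 5% DMSO; compound exposure 5 h at ambient temperature.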
GAA glycogen: alters human alpha-glucosidase cleavage of glycogen; P10253; recombinant GAA, glycogen substrate, Amplex Red glucose oxidase fluorescence; Potency, µM (top dose mostly 76.4 µM), for the others: at the highest dose activity change, negative = inhibition, most hits filed as inhibitors; 0.38% of 300,000 active; AID 2100;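 note: 0% = full enzyme reaction and -100% = no-enzyme basal signal; the screen sought inhibitors and activators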
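qHTS, 1536-well; enzyme 4 nM final; cpd up to 77 uM; substrate bovine liver glycogen 30 ug; 50 mM citrate/phosphate pH 5.0, 0.01% Tween-20; 37 C, 40 min; Amplex Red detection 45 min RT; Hill fit → AC50.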
An asterisk follows results filed as active; i = inactive; ? = inconclusive; . = no result given; [ ] = dose if it differs, or a comment. Unless noted, calls come from the whole dose curve; as a rule, active = well fitted curve in the direction sought with a large enough effect; inconclusive = small, poorly fitted or top-dose-only effect, or another doubt; inactive = no such curve, though single readings can be large; an effect the other way counts as inactive or inconclusive. Unless noted, % is set by controls: 0 for no effect and ±100 for the full control effect; potency is the fitted concentration of half-maximal effect. These rows are one share of the data. The share of hits here may be higher or lower than overall.

SMILES | TRb SRC2 PPI | GAA inh | RECQ1 inh | aGlu spleen mod | RGS12 GoLoco inh | L3MBTL1 inh | TexasRed fluor | GAA glycogen
CCCCNC(=O)CSc1nc(COc2ccccc2)nc2ccccc12 | -4% | 11% | 1% | 2% | 18% | 5% | -5% | 3%
Nc1ccccc1Nc1ccccc1 | -22% | 2% | i | 4% | 29% | -3% | 9% | ?
Cc1oc2cc([N+](=O)[O-])c(O)c([N+](=O)[O-])c2c1C(=O)c1ccc(Cl)cc1 | 0% | -3%[15.4 µM] | 0% | -15% | -7% | -15% | -3% | 0%
COc1cccc(-c2nc(N3CCNCC3)c3ccccc3n2)c1 | -1% | . | -9% | -2% | -4% | . | -6% | .
Cc1cc(=O)[nH]c(SCC(=O)Nc2ccc(F)c([N+](=O)[O-])c2)n1 | 3% | 0% | i | 1% | 5% | 6% | -6% | -1%
COc1ccc(-n2c(=O)c3ccccc3n(CC(=O)NC3CCCC3)c2=O)cc1 | -18% | -11% | i | -3% | 5% | -11%[11.4 µM] | 1% | -10%
CC(=O)N1CCN(c2ccc(NC(=S)NC(=O)COc3ccc(C(C)(C)C)cc3)cc2)CC1 | -5% | -9% | -3% | -4% | -7% | -5% | -2% | 5%
Cc1ccnc(NC(=O)C(C)n2cc([N+](=O)[O-])cn2)c1 (stereo not drawn) | -2% | -5% | i | . | 3% | 23% | -2% | 2%
Cc1cc(C)c2ccc3c(C)c(C)n(C)c3c2n1 | 3% | ? | i | . | 6% | 9% | -1% | 9%
COc1ccc(N=NC2=C(O)CC(C)(C)CC2=O)c(OC)c1 | 2% | -5% | -7% | -12% | 19% | -21% | 0% | 3%
CC(C)CN1C(=O)c2ccc(NC(=O)c3ccco3)cc2C1=O | 2% | -7% | i | 4% | 12% | 2% | -8% | 0%
Cc1c([N+](=O)[O-])c(C(=O)Nc2ccc3c(c2)OCCO3)nn1C | -13% | -2% | -8% | -6% | -2% | . | 2% | 3%
C=C(C)CNC(=S)N/N=C/c1ccccc1OCC(=O)O | -7% | ? | i | -2% | 5% | 7% | -1% | -4%
CC(=O)N1CCN(c2cc3c(cc2F)c(=O)c(C(=O)O)cn3C2CC2)CC1 | 1% | 5% | -1% | -25% | 12% | 6% | -5% | -5%
O=C(Cn1c2ccccc2c(=O)c2ccccc21)Nc1cccc(F)c1 | 7% | ? | 1% | 9% | 4% | 8% | 10% | -3%
OC(COc1ccc2ccccc2c1Cl)CN1CCOCC1 (stereo not drawn) | -2% | 7% | i | -7% | 7% | -2% | 1% | 3%
COc1cccc(N=Nc2c(N)[nH]n3c(=O)cc(-c4ccccc4)nc23)c1 | -1% | -8% | -6% | -5% | 8% | 1% | -4% | 17%
C=CCn1c(CCNC(=O)c2cccs2)nnc1SCC(=O)c1ccc(Cl)cc1 | -3% | -1% | i | -5% | 9% | . | 0% | -6%
CCC(C)n1nccc1NC(=O)C(C)OC(=O)c1cc2ccccc2[nH]1 (stereo not drawn) | -1% | -9% | 0% | -2% | -7% | . | -4% | 4%
CC1CN(C(=O)CSc2nc(-c3ccccc3)cs2)CC(C)O1 (stereo not drawn) | 5% | 4% | -4% | 0% | -4% | . | -2% | 2%
CCCCC(=O)NC1(C(F)(F)F)C(=O)Nc2c1c(=O)[nH]c(=O)n2Cc1ccco1 (stereo not drawn) | -4% | -2% | -1% | -1% | 6% | -3% | 2% | -3%
Cc1cc(/C=C(/C#N)c2nc3ccccc3[nH]2)c(C)n1-c1cc(C(=O)O)cc(C(=O)O)c1 | 0% | -2% | 2% | -8% | 12% | 3.5µM* | -9% | 3%
COC(=O)c1ccc(NC(=O)[C@H](C)NC(N)=O)cc1 | -2% | . | -4% | 4% | 38%[activator] | . | -1% | -1%
O=C(C1CCC(C(=O)N2CCc3ccccc32)CC1)N1CCc2ccccc21 (stereo not drawn) | -5% | -7% | i | -7% | 6% | 2% | 2% | -1%
CN(CC(N)=O)S(=O)(=O)c1ccc(F)cc1 | 10% | 3% | 0% | -6% | 0% | . | 1% | -7%
Cc1ccc(S(=O)(=O)CC(=O)c2ccccc2)cc1 | -8% | 2% | ? | 1% | 4% | 1% | 0% | 0%
O=C(Nc1ccc(S(=O)(=O)N2CCc3ccccc3C2)cc1)C1CCCO1 (stereo not drawn) | 0% | ? | -1% | -8% | 8% | . | -2% | -1%
CCN(CC)CC(O)COc1ccc2c(c1)OCO2 (stereo not drawn) | 9% | 2% | 0% | -9% | -10% | . | 1% | -2%
CCOc1ccc(C(=O)NCC(=O)OCc2c(C)noc2C)cc1OCC | 5% | -2% | i | 2% | 6% | 10% | -1% | 2%
COc1ccc(CCNC(=O)c2c(C)nc3ccccn23)cc1OC | -3% | 3% | -9% | -2% | 7% | -2% | -1% | 13%
CCOP(=O)(OCC)C(NC(=O)Nc1ccccc1)C(N)=O (stereo not drawn) | 3% | 9% | -1% | 11% | 1% | 5% | -5% | 0%
Cc1ccc(-n2c(Cc3cccs3)nnc2SCC(=O)OC(C)C)cc1 | 5% | -2% | -10% | -9% | 38%[activator] | -20% | 3% | 1%
COC(=O)c1sccc1NC(=O)CSc1ccccc1N | -1% | 2% | -2% | 4% | 11% | -1%[11.4 µM] | -5% | -7%
CCOC(=O)N1CCC2(CC1)C(C#N)=C(N)OC1=C2C(=O)CC(C)C1 (stereo not drawn) | 7% | 1% | -11% | -10% | 6% | 1% | -1% | -1%
COc1ccc(C2=NN(C(=O)CN3CCCCC3)C(c3ccc(C)cc3)C2)cc1 (stereo not drawn) | -2% | -11% | i | 1% | 0% | -18% | -2% | -10%
C=CCNc1nc(Cl)ncc1F | -4% | 9% | -5% | -1% | -1% | ? | 0% | 3%

Two records picked at random from the list so far:
SMILES | TRb SRC2 PPI | GAA inh | RECQ1 inh | aGlu spleen mod | RGS12 GoLoco inh | L3MBTL1 inh | TexasRed fluor | GAA glycogen
CCOc1ccc(C(=O)NCC(=O)OCc2c(C)noc2C)cc1OCC | 5% | -2% | i | 2% | 6% | 10% | -1% | 2%
C=CCNc1nc(Cl)ncc1F | -4% | 9% | -5% | -1% | -1% | ? | 0% | 3%

Other compounds
SMILES | TRb SRC2 PPI | GAA inh | RECQ1 inh | aGlu spleen mod | RGS12 GoLoco inh | L3MBTL1 inh | TexasRed fluor | GAA glycogen
CC(C)(C)N(Cc1ccccc1)C(=O)CSc1nnc(CNc2ccc(F)cc2)o1 | -13% | 0% | -5% | -4% | 3% | . | -4% | 0%
COC(=O)c1sc(NC(=O)Cc2cccs2)nc1C | -3% | -6% | -6% | -1% | 21% | 11% | -3% | -2%
COc1cc(S(=O)(=O)Nc2ccc(Br)cc2)ccc1N | 3% | -8% | -7% | 0% | 2% | . | 3% | -1%
c1ccc(C2CC(c3cccs3)=NN2c2ccccc2)cc1 (stereo not drawn) | -2% | . | -4% | 12% | 3% | 292%[activator] | -4% | -3%
COC(=O)CCCC1=CC2=CC(=O)C(C)(OC(=O)c3cccs3)C(=O)C2=CN1Cc1ccccc1 (stereo not drawn) | 7%[11.2 µM] | . | -3%[11.5 µM] | 3%[17.4 µM] | 2%[14.2 µM] | . | 0%[11.2 µM] | -1%
CCCCN1C(=O)c2ccc(C(=O)Nc3ccccc3N3CCOCC3)cc2C1=O | 3% | -1% | i | 0% | 3% | -3% | -1% | 5%
COc1ccc(-c2csc(NC(=O)CSc3n[nH]c(N)n3)n2)cc1 | 5% | 9% | -4% | -2% | 0% | ? | 1% | -28%
O=c1c2c([nH]c3ccccc13)CCCCC2 | -12% | . | i | 4% | 6% | . | -1% | 10%
O=S(=O)(Nc1cccnc1)c1ccc(C2CCCCC2)cc1 | -4% | -4% | -7% | 0% | 4% | . | -5% | 5%
C=C(C)C(=O)Nc1cccc(C2=NOC3(C2)C[C@@H](C(N)=O)N(C(=O)[C@H]2CCC(=O)N2)C3)c1 (stereo partly drawn) | -2% | . | i | 3% | -2% | . | -4% | 9%
Nc1ccc(C2(c3ccc(N)cc3)C(=O)Nc3ccccc32)cc1 | -3% | 4% | i | -4% | -7% | 1% | 0% | -8%
O=C(CSc1nnc(-c2ccccc2Br)o1)Nc1nncs1 | -4% | 10% | i | -1% | -11% | 9% | -1% | 0%
Cc1cc(C)c(NC(=S)N(Cc2cccnc2)Cc2ccco2)c(C)c1 | 2% | 1% | -10% | -13% | 2% | 3% | ? | 0%
CCNC(=O)N1CCCC(C(=O)c2ccc(OC)c(OC)c2)C1 (stereo not drawn) | -4% | 0% | -6% | -2% | 5% | 12% | -4% | 12%
CC1CN(Cc2c(O)ccc3c2oc(=O)c2ccccc23)CC(C)O1 (stereo not drawn) | 4% | . | -6% | 1% | -8% | . | -3% | 6%
CC(C)(C)NS(=O)(=O)c1ccc(OCC(=O)NCc2ccco2)cc1 | -3% | 11% | i | -6% | 14% | 4% | -3% | 4%
COc1ccc(-n2c(CCc3ccccc3)nnc2SCC(=O)c2ccc(Cl)cc2)cc1 | -17% | 2% | -7% | 12% | -6% | 3% | 1% | -7%
CCn1c(=O)c([N+](=O)[O-])c(N2CCOCC2)c2ccccc21 | -4% | 4% | -3% | -3% | -4% | 9% | -4% | 7%
O=C(C[n+]1cccc(CO)c1)Nc1nc2ccccc2s1 | 4%[53 µM] | ? | i | 1% | 18% | -3% | -2%[53 µM] | 10%
Cc1occc1C(=O)Nc1c(F)cc(F)cc1Br | -9% | -8% | -9% | -5% | -2% | 13% | -4% | 11%

Among those listed so far, these have a cyano group:
SMILES | TRb SRC2 PPI | GAA inh | RECQ1 inh | aGlu spleen mod | RGS12 GoLoco inh | L3MBTL1 inh | TexasRed fluor | GAA glycogen
Cc1cc(/C=C(/C#N)c2nc3ccccc3[nH]2)c(C)n1-c1cc(C(=O)O)cc(C(=O)O)c1 | 0% | -2% | 2% | -8% | 12% | 3.5µM* | -9% | 3%
CCOC(=O)N1CCC2(CC1)C(C#N)=C(N)OC1=C2C(=O)CC(C)C1 (stereo not drawn) | 7% | 1% | -11% | -10% | 6% | 1% | -1% | -1%
